Assay outcomes deposited in PubChem BioAssay by National Center for Advancing Translational Sciences (NCATS).
SMN2 splice enh – qHTS Assay for Enhancers of SMN2 Splice Variant Expression; HEK293 SMN2-luciferase splicing reporter, luminescence, 30-36 h; Potency, µM (series often up to 46.1 µM), without a hit: top-dose activity change, positive = activation, most hits filed as activators; actives 2.8% (n = 210,000); AID 1458, 2008; note: % of control where 0% means no effect; nearly all actives have a fitted effect of over 55% in size
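HEK293 cells carry an SMN2 minigene-luciferase reporter in which exon 7 inclusion puts luciferase in frame. Cells were seeded at 2000 cells/well, attached for 10-12 hours, then exposed to compounds for 30-36 hours at 37C before ONE-Glo luminescence.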
Lamin A splicing – qHTS Assay for Modulators of Lamin A Splicing. HeLa LMNA splicing GFP/RFP minigene ratio, 48 h. Potency, µM (series often up to 46.1 µM), inactives show top-dose ratio change, negative = inhibition, most hits filed as inhibitors. actives 0.01% (n = 200,000). AID 1487, 2009; active = well fitted inhibition curve with a large enough effect in the signal ratio, with a control signal flat, not every such curve was filed as active; inconclusive = small, poorly fitted or top-dose-only effect, or effect the other way, or a change in a side signal; the % refers to the signal ratio; note: % is set by controls: 0 for no effect and ±100 for the full control effect
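S3 HeLa cells stably expressing lamin A-EGFP splicing minigene plus DsRed2, 600 cells/well, 48 h compound exposure at 37C. Laser-scanning cytometry; analysed as GFP (500-530 nm)/RFP (575-640 nm) total intensity ratio; 0.5% DMSO vehicle.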
Tau ThT inhib – qHTS for Inhibitors of Tau Fibril Formation, Thioflavin T Binding. Microtubule-associated protein tau (Homo sapiens), P10636. recombinant tau K18 P301L, heparin-induced fibrillization, ThT fluorescence. Potency, µM (titrated, usually from 57.4 µM), inactives show at the top dose activity, negative = inhibition, usual class: inhibitors. actives 2.1% (n = 270,000). AID 1460, 2008; note: % is set by controls: 0 for no effect and ±100 for the full control effect; nearly all actives have a fitted effect of over 55% in size
Target sequence (P10636 561-689 P618L limits assumed): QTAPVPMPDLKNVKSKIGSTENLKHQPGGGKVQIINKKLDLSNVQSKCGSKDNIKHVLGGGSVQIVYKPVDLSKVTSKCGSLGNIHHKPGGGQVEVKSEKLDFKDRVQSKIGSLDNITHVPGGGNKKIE
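ThT emission at 510 nm, taken 1 hr after adding 30 uM dye, quantifies aggregates formed when 20 uM heparin acts on human tau K18 P301L for 6 hr at 37 C.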
Luc counter – Counterscreen for Luciferase (Kinase-Glo TM) Inhibition | Potency, µM (titrated, usually from 38.3 µM), for the others: at the top dose activity change, negative = inhibition, hits mostly inhibitors | Kinase-Glo luciferase, ATP luminescence, 8 min | Luciferin 4-monooxygenase (Photuris pensylvanica), Q27757 | actives 0.28% (n = 200,000); note: % is set by controls: 0 for no effect and ±100 for the full control effect; nearly all actives have a fitted effect of over 60% in size
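Substrate mix (final 50 mM imidazole pH 7.2, 50 mM KCl, 7 mM MgCl2, 10 uM ATP, 0.01% Tween 20, 0.05% BSA) plus pin-tool compound, then Kinase-Glo detection mix; 8 min ambient, luminescence read.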
KDM4E inh – qHTS Assay for Inhibitors of Human Jumonji Domain Containing 2E (JMJD2E) | Lysine-specific demethylase 4E (Homo sapiens), B2RXH2 | JMJD2E catalytic domain, FDH-coupled NADH fluorescence (FDH is formaldehyde dehydrogenase) | Potency, µM (titrated, usually from 57.1 µM), for the others: top-dose activity change, negative = inhibition, hits mostly inhibitors | actives 1.6% (n = 230,000) | AID 2147, 2009; active = well fitted inhibition curve with a large enough effect, not every such curve was filed as active; inconclusive = small, poorly fitted or top-dose-only effect, or another doubt; inactive = no such curve, though single readings can be large or run the other way;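 note: 0% = wells with enzyme and -100% = buffer wells without enzyme; nearly all actives have a fitted effect of over 50% in size; many of its hits are not listed in these tables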
Target sequence (B2RXH2 1-337 limits assumed): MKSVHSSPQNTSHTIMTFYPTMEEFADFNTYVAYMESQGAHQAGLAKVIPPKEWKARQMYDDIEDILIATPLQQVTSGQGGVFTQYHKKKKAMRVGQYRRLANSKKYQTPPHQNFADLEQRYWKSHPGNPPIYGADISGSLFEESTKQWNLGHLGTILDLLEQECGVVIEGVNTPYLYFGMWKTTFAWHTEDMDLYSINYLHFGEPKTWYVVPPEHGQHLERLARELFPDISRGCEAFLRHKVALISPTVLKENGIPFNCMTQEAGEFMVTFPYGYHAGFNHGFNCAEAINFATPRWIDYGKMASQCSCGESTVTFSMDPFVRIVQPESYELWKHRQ
L3MBTL1 block – qHTS Assay for the Inhibitors of L3MBTL1; Lethal(3)malignant brain tumor-like protein 1 (Homo sapiens), Q9Y468; AlphaScreen L3MBTL1–H3K9me1 peptide binding; Potency, µM (top dose mostly 57.1 µM), inactives show at the highest dose activity, negative = inhibition, most hits filed as inhibitors; actives 0.66% (n = 230,000); AID 485360, 2010; note: % is set by controls: 0 for no effect and ±100 for the full control effect; nearly all actives have a fitted effect of over 60% in size
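L3MBTL1 50 nM + b-AHA-H3(1-15)K9me1 75 nM, 30 min RT; compound added, 30 min RT; streptavidin donor/Ni-chelate acceptor beads 10 ug/mL each final, 30 min RT dark; AlphaScreen read.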
RECQ1 inh – qHTS Assay for Inhibitors of RecQ-Like Dna Helicase 1 (RECQ1); ATP-dependent DNA helicase Q1 (Homo sapiens), P46063; RECQ1 DNA unwinding, red fluorescence kinetic read; Potency, µM (series often up to 57.3 µM), for inactives: at the top dose activity, negative = inhibition, hits mostly inhibitors; actives 0.54% (n = 240,000); AID 2549, 2010;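 note: plate controls were vehicle for no effect and no enzyme for full effect; nearly all actives have a fitted effect of over 30% in size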
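50 nM RECQ1T1 preincubated 15 min with compound in Tris pH 8.0 buffer with MgCl2, DTT, Tween-20 and 2.5 ug/ml poly(dI-dC); started with 200 nM TAMRA/BHQ-2 forked duplex and 2 mM ATP. Unwinding read as fluorescence (525/598 nm), two reads 2 h apart.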
ALDH1A1 inh – qHTS Assay for Inhibitors of Aldehyde Dehydrogenase 1 (ALDH1A1). Aldehyde dehydrogenase 1A1 (Homo sapiens), P00352. Purified ALDH1A1, NADH fluorescence, propionaldehyde substrate. Potency, µM (highest dose often 75.3 µM), without a hit: at the top dose activity, negative = inhibition, hits mostly inhibitors. actives 7.3% (n = 220,000); active = well fitted inhibition curve with a large enough effect, not every such curve was filed as active; inconclusive = small, poorly fitted or top-dose-only effect, or another doubt; inactive = no such curve, though single readings can be large or run the other way;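 note: plate controls were no enzyme wells and a reference inhibitor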
Target sequence (P00352 whole entry, looked up): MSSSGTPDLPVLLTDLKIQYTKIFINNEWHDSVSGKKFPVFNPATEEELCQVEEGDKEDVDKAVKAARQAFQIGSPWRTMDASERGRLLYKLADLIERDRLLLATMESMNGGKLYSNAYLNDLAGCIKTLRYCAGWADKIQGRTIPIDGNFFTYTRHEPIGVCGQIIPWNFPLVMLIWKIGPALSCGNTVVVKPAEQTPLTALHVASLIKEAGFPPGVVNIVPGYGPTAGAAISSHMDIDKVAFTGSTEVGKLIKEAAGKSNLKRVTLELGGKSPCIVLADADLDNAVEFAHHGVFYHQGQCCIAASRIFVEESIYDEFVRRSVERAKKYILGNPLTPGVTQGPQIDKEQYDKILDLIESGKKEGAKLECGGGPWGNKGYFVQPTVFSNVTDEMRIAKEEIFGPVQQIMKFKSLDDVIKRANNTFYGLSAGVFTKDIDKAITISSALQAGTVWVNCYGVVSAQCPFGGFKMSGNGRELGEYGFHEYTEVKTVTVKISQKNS
* hit, by the source's call; i = inactive; u = inconclusive; x = no result given; & = joins results of further samples; [ ] = dose if it differs, or a comment. Unless noted, calls come from the whole dose curve; as a rule, active = well fitted curve in the direction sought with a large enough effect; inconclusive = small, poorly fitted or top-dose-only effect, or another doubt; inactive = no such curve, though single readings can be large; an effect the other way counts as inactive or inconclusive. Potency is the fitted concentration of half-maximal effect. Some of the compounds tested; rates above refer to the full screens.

mol,SMN2 splice enh,Lamin A splicing,Tau ThT inhib,Luc counter,KDM4E inh,L3MBTL1 block,RECQ1 inh,ALDH1A1 inh
COc1cc(/C=C2\C(=O)ON=C2c2ccccc2)cc(Cl)c1O,7%,-5%[46 µM],u,-9%,u,-25%,-12%,u
CCCNC(=O)c1cc(-c2ccc(OC)cc2)on1,10µM*,-15%,-12%,-4%,4%,x,-16%,1%
O=C1CC(N2CCN(c3ccccn3)CC2)C(=O)N1c1ccc(F)cc1 (configuration not stated),-19%,-1%[9.22 µM],-6%,-2%,6%,x,-16%,2%
NS(=O)(=O)c1ccc(CCNC(=O)C2CCCN(S(=O)(=O)c3cccnc3)C2)cc1 (configuration not stated),11%,4%,-5%,-1%,-12%,x,-8%,11%
NCC[C@H](O)C(=O)N[C@@H]1C[C@H](N)[C@@H](O[C@H]2O[C@H](CN)[C@@H](O)[C@H](O)[C@H]2O)[C@H](O)[C@H]1O[C@H]1O[C@H](CO)[C@@H](O)[C@H](N)[C@H]1O,-8%,u,-6%,0%,-2%,0%,-8%,6%
CCC1CCCCN1C(=O)c1ccccc1OC1CCN(S(C)(=O)=O)CC1 (configuration not stated),x,7%[46 µM],-1%,-2%,-1%,1%,-1%,11%
Cc1ccnc(NS(=O)(=O)c2ccc(CC(C)C)cc2)c1,-31%[inhibitor],-10%,3%,18%,u,x,-4%,-6%
CC(=O)N1[C@H](C)C=C[C@]1(Cc1ccccc1)C(=O)NCc1ccc(C)o1,27%,x,4%,-5%,2%,x,-1%,u
Cc1cc(NC(=O)c2cccs2)ccc1NC(=O)Cc1ccccc1,15%,-29%[46 µM],-6%,3%,u,2%,-4%,u
O=C(NCCc1ccc(Cl)cc1)C1CCC(=O)N1C1CCCC1 (configuration not stated),8%,-6%,-19%,-5%,3%,-1%,i,u
Cc1ccc(CSc2nnc(-c3cccnc3)o2)cc1,-16%,7%,-10%,-2%,-5%,x,u,-5%
Cc1cc(=O)oc(C)c1C(=O)NCc1cccnc1,-2%,1%,-1%,-3%,4%,1%,-4%,-2%
O=C(NC1CC1)C1CCCN(C(=O)Nc2ccc(F)cc2)C1 (configuration not stated),-4%,-16%,-11%,0%,1%,11%,14%,4%
CC(/C=C1\SC(=S)N(CCCC(=O)Nc2ccc(C(=O)O)c(O)c2)C1=O)=C\c1ccccc1,35µM*,0%,5µM*,0%,7%,40µM*,-11%,6.3µM*
Cc1cc(NC(=O)CCCC(=O)N(c2ccccc2)C(C(=O)NC2CCCCC2)c2cccs2)no1 (configuration not stated),11%,-7%,-5%,1%,7%,7%,-3%,6%

Another view of part of the listing above.
Cc1ccc(CSc2nnc(-c3cccnc3)o2)cc1
  SMN2 splice enh: -16%
  Lamin A splicing: 7%
  Tau ThT inhib: -10%
  Luc counter: -2%
  KDM4E inh: -5%
  L3MBTL1 block: x
  RECQ1 inh: u
  ALDH1A1 inh: -5%

Cc1cc(=O)oc(C)c1C(=O)NCc1cccnc1
  SMN2 splice enh: -2%
  Lamin A splicing: 1%
  Tau ThT inhib: -1%
  Luc counter: -3%
  KDM4E inh: 4%
  L3MBTL1 block: 1%
  RECQ1 inh: -4%
  ALDH1A1 inh: -2%

New compounds follow.
mol,SMN2 splice enh,Lamin A splicing,Tau ThT inhib,Luc counter,KDM4E inh,L3MBTL1 block,RECQ1 inh,ALDH1A1 inh
CC(C)C1Oc2cc3oc(=O)ccc3cc2C1=O (configuration not stated),x,-13%[46 µM],-8%,3%,u,-1%,i,u
O=C(CN(Cc1ccco1)C(=O)c1cccc(Cl)c1)Nc1c(Cl)cc(Cl)cc1Cl,-20%,7%,-1%,-1%,-2%,0%,-5%,16%
Cc1cc(C)c(C)c(S(=O)(=O)ON2C(=O)c3ccccc3C2=O)c1C,11%,4%,u,-5%,u,7%,i,-1%
O=C(O)/C(=C\c1ccco1)NC(=O)c1ccccc1,-10%,-17%,2%,-1%,-7%,-13%,-9%,-10%
O=C1OCCN1C(=O)[C@H]1[C@H](c2ccc(F)cc2)C(c2ccccc2)=NN1c1ccccc1,x,x,-8%[81.4 µM],0%[39.9 µM],x,25%,-14%[81.1 µM],u
CC(N=Cc1c(O)c2ccccc2oc1=O)C(=O)O (configuration not stated),-8%,x,-11%,-5%,-2%,x,-12%,u
O=C(c1sc2cccc(F)c2c1Cl)N1CCN(c2ncccn2)CC1,-7%,u,-9%,2%,-9%,5%,1%,28µM*
O=Cc1cc(N=Nc2cccc(C(=O)O)c2)ccc1O,15%,-13%[46 µM],4µM*,-15%,-25%,u,-5%,u
Cc1ccc(C)n1-c1nc(=S)[nH][nH]1,1%,-1%,-13%,-2%,u,x,-13%,25µM*
O=C1CS/C(=C\[N+](=O)[O-])N1c1ccc(OC(F)(F)F)cc1,-10%,18%,u,0%,-2%,-9%,-11%,3%
COC(=O)c1ccc(COC(=O)CNC(=O)CNC(=O)c2ccc(C)cc2)cc1,-2%,x,2%,2%,7%,3%[11.4 µM],u,u
O=C1NCC(c2ccccc2)C1C(=O)N/N=C\c1ccc(-c2cccc(Cl)c2Cl)o1 (configuration not stated),-19%,u,-16%,-2%,-17%,x,0%,-6%
CSc1ccc(-c2nc(O)c3cnccn23)cc1,x,x,u,x,u,-4%,i,u
CC(C)(C)NC(=O)c1ccc(COc2ccccc2Br)o1,19%,-7%,-14%,1%,3%,1%,-9%,2%
O=S(=O)(c1cccc2nsnc12)N1CCN(c2ncccn2)CC1,-3%,-3%,-13%,2%,10%,-2%,i,-1%
Oc1ccccc1CNc1ccc(Br)cn1,u,-9%[0.0737 µM],0%,5%,0%,2%,-14%,2%
O=C(Cc1cn2ccsc2n1)Nc1ccccc1Oc1ccccc1,-21%,-6%,-6%,9%,1%,-3%,-1%,-14%
COc1ccc(NC(=O)c2ccc(NCC3CCCO3)c([N+](=O)[O-])c2)cc1 (configuration not stated),-11%,x,13µM*,-2%,-2%,-23%,i,u
O=C(OC1CCOC1=O)c1cccc(S(=O)(=O)Nc2ccc(F)cc2)c1 (configuration not stated),u,5%,-2%,-1%,10%,0%,i,8%
CCc1ccccc1NC(=O)C(CC)Sc1nc2cc3c(cc2c(=O)n1Cc1ccco1)OCO3 (configuration not stated),10%,-4%,5%,1%,4%,6%,0%,u
CC(/C=C1\SC(=O)N(CC(=O)Nc2ccc(O)cc2)C1=O)=C\c1ccccc1,-16%,u,6%,-1%,7%,-14%,-8%,10%
COc1ccc(C(=O)COC(=O)c2ccccc2NS(=O)(=O)c2ccc(O)c([N+](=O)[O-])c2)cc1,x,4%[46 µM],16µM*,x,1%,-27%,-18%,u
COC(=O)C(C)Sc1snnc1-c1ccccc1 (configuration not stated),-16%,7%,1%,3%,-3%,x,13%,u
CCn1c(SCC(=O)Nc2ccc(OC)cc2OC)nc2nc3c(cc2c1=O)COC(C)(C)C3,x,x,-15%,x,10%,-1%,1%,u
CCC12CCCN3CCC4(C(=C(C(=O)OC)C1)Nc1ccccc14)C32 (configuration not stated),6%,12%,-9%,-1%,u,-2%,4%,20µM*
O=C(Cn1nc(-c2ccccc2)c2ccccc2c1=O)NCCN1CCOCC1,13%,-8%,2%,2%,2%,x,i,2%
CCCNc1nc(N2CCCC2)nc(N2CCCC2)n1,-13%,u,-2%,-6%,-2%,5%,5%,-4%
CC(C)Cc1cc(C(=O)Nc2cc(C(F)(F)F)ccc2Cl)no1,49%,1%,-9%,-2%,-2%,x,i,-14%
CCN(CC(=O)NCc1ccc(F)cc1)C(=O)COc1ccc(C)c(C)c1,-17%,-4%,-2%,12%,6%,1%,-5%,6%
CCOc1cc2c(C#N)c(N3CCCCC3)nc(N)c2c(N)n1,-20%,-9%,u,-6%,u,x,-1%,u
NC(=O)NC1NC(=O)NC1=O (configuration not stated),8%,x,-7%&-5%,-1%,-3%&0%,10%,18%&-1%,-2%
O=C(CCNC(=O)Cn1ccc2ccccc2c1=O)NCCN1CCN(c2cccc(Cl)c2)CC1,-53%[inhibitor],-4%,-14%,5%,-5%,12%,-1%,-11%
Cc1ccc(NC(=O)COC(=O)c2ccc3c(c2)OCO3)c(C)c1,x,x,5%,x,-8%,-4%,-8%,-5%
CCCCCCC1CCC(c2nc(-c3ccncc3)no2)CC1 (configuration not stated),-4%,4%,u,2%,-12%,x,-8%,11%
CCN(CC)CCn1cnc2c1c(=O)n(CCOC(=O)c1cc(OC)c(OC)c(OC)c1)c(=O)n2C,x,x,-11%,x,1%,-6%,i,x
CCn1c(SCC(=O)NCc2ccccc2)nnc1-c1ccccc1O,22%,4%,4%,1%,4%,x,i,0%
CC1=CC(=Nc2c(C)n(C)n(-c3ccccc3)c2=O)C=CC1=O,x,x,3.2µM*,x,1.8µM*,-4%,-4%,x
CC1(C)NC(=O)N(CC(=O)OCC(=O)Nc2cc(S(=O)(=O)N3CCCCCC3)ccc2Cl)C1=O,3%,-3%,-1%,2%,1%,35%[activator],-2%,u
CCC(=O)NNc1nc2c(C)c(C)ccc2s1,17%,x,-10%,0%,-6%,-3%,i,2%
CCCCOC(=O)c1ccc(-c2ccc(/C=N/NC(=S)NCC)o2)cc1,-12%,1%,u,-21%,-26%,x,-13%,u
